Assay outcomes as filed in PubChem.
GLP1R cytotox = cytotoxicity counter-screen for GLP-1 receptor inverse agonists. HEK293 cAMP-luciferase reporter cells, luminescence, 24 h. Potency, µM (series often up to 38.3 µM), for the others: top-dose activity change, negative = inhibition, most hits filed as inhibitors. hit rate 0.13% among 410,000;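 note: loss of luciferase light is scored as toxicity; potency is the fitted concentration of half-maximal effect; % is set by controls: 0 for no effect and ±100 for the full control effect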
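To flag toxic compounds, the library was rerun on cells for 24 hr at 37 deg C and 5% CO2. Viability-linked luminescence was captured 12 min after adding luciferase detection reagent.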
D3 antag = antagonists of human D3 dopamine receptor | P35462 | hit rate 2.5% among 360,000 | max response, negative = inhibition, % | D3R cells, DiscoveRx beta-arrestin luminescence, antagonist mode; hits give low values | AID 652054; in the data active = max response below about -50%; inconclusive = no clear call, values can overlap the other calls; note: % is set by controls: 0 for no effect and ±100 for the full control effect; mostly tested at two doses, the higher about 12 µM
Target sequence (P35462 whole entry, looked up): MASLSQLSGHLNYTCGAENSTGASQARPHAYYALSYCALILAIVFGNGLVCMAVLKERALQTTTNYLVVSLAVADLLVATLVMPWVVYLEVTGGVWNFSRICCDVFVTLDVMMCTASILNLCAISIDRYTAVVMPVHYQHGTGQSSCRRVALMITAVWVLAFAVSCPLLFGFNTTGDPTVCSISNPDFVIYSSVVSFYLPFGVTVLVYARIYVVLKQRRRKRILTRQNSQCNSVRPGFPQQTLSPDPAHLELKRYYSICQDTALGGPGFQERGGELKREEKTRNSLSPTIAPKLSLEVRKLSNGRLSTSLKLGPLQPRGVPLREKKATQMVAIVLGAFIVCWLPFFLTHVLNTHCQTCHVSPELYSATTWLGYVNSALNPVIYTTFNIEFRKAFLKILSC
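Cells expressing the human receptor were seeded at 1500 cells/well, incubated overnight at 37 degrees C in 5% CO2, then exposed to library compounds with dopamine controls for 90 minutes at 37 degrees C before luminescent detection.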
GLP1R ag = GLP-1 receptor (human) agonism. AID 624172. hit rate 0.007% among 380,000. HEK293 GLP-1R CRE-luciferase, luminescence, 4-6 h; cells express a hypersensitive GLP-1R form. Potency, µM (series often up to 45.6 µM), inactives show at the highest dose activation, actives largely listed as activators; note: potency is the fitted concentration of half-maximal effect; % of control where 0% means no effect
PLK1 PBD block = blocks phosphopeptide binding to human PLK1 polo-box domain; hit rate 2.8% among 360,000; Plk1 PBD binding of FITC phosphopeptide, fluorescence polarization; AID 720504; Potency, µM, inactives show max response, negative = inhibition, most hits filed as inhibitors; note: potency is the fitted concentration of half-maximal effect; series mostly up to about 57 µM; % is set by controls: 0 for no effect and ±100 for the full control effect; nearly all actives have a fitted effect of over 65% in size
Target sequence (P53350 whole entry, looked up, the tested form may be a part): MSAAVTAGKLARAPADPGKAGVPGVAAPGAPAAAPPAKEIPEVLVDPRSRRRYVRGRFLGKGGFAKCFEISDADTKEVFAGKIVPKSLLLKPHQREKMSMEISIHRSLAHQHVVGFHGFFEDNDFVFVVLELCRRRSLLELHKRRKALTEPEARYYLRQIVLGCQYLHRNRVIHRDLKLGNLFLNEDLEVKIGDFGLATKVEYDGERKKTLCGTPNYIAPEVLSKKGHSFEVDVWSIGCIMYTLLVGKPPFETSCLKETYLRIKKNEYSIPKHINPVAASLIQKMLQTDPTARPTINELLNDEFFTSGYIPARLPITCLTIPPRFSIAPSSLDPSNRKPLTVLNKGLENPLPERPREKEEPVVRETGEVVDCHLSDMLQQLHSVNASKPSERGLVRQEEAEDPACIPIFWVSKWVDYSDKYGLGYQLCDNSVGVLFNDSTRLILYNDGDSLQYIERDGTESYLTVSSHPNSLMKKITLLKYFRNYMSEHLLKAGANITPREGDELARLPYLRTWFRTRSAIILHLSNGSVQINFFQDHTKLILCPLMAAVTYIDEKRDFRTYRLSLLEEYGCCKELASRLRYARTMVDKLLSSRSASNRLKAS
PI5P4K alpha inh = blocks human PI5P4K alpha kinase activity | PI5P4Kalpha enzyme, ADP-Glo luminescence, 60 min; hits give low values | hit rate 1.2% among 330,000 | AID 652105 | P48426 | max response, %; active = max response of -50% or lower; inconclusive = between -30% and -50%; inactive = -30% or higher; note: value at the top dose of about 77 µM; % is set by controls: 0 for no effect and ±100 for the full control effect
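Quantitative HTS of the MLSMR library against PI5P4Kalpha with substrate. ATP added last at 5 microM final; room temperature, 60 minutes. Remaining ATP depleted, ADP converted and read as luminescence.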
DRD3 agonist = D3 dopamine receptor (human) agonism; P35462; D3R DiscoveRx beta-arrestin cells, luminescence, 90 min; max activation, %; hit rate 0.58% among 410,000; AID 652048; in the data active = max activation above about 30%; note: 0% is about no effect; mostly tested at two doses, the higher about 12 µM
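Cells at 1500/well, incubated overnight, then treated with pinned compounds (dopamine as control) for 90 min at 37 degrees C. DiscoveRx reagent added for 30 - 60 minutes at room temperature; luminescence read.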
GLP1R inv ag = GLP-1 receptor (human) inverse agonism | P43220 | AID 624417 | HEK293 GLP-1R CRE-luciferase, luminescence, 24 h; GLP-1R form is constitutively active | Potency, µM (titrated, usually from 38.3 µM), for the others: top-dose activity change, negative = inhibition, hits mostly inhibitors | hit rate 1.6% among 410,000; note: potency is the fitted concentration of half-maximal effect; % is set by controls: 0 for no effect and ±100 for the full control effect; nearly all actives have a fitted effect of over 55% in size
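Luminescence readout: a drop in cAMP-driven luciferase signal flags inverse agonism at a constitutively active GLP-1R stably expressed in HEK293. Compound exposure lasted 24 hr at 37 deg C, 5% CO2.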
WRN inhibitor = blocks human WRN helicase; WRN helicase unwinding, fluorescent forked duplex, kinetic; hit rate 0.46% among 360,000; AID 651768; Q14191; Potency, µM (titrated, usually from 114 µM), without a hit: at the highest dose activity change, negative = inhibition, actives largely listed as inhibitors; note: potency is the fitted concentration of half-maximal effect; % is set by controls: 0 for no effect and ±100 for the full control effect; nearly all actives have a fitted effect of over 55% in size
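Primary qHTS, 1536-well format. 20 nM WRN + compound, 15 min RT; start with 100 nM forked fluorophore/quencher duplex, 2 mM ATP (final); kinetic read ex 525/em 598 nm.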
IL-2 act = activators of IL-2 | activation, % (series mostly up to about 46 µM) | IL-2 activation reporter assay, cell-based qHTS; stimulated with anti-CD3/CD4/CD28 beads; in transgenic mouse T cells | hit rate 0.065% among 360,000; in the data active = activation above about 50%; inconclusive = mostly about 30% to 49%; note: 0% is about no effect
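First, unstimulated transgenic mouse T cells were exposed to compound for 60 min. Next, anti-CD3/anti-CD4-coated beads with anti-CD28 were added. Finally, after 18 h at 37 degrees C, EGFP and DsRed were imaged.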
Starred values were filed as active, the others as inactive; ? = inconclusive; nt = not tested or not shown; & = joins results of further samples; [ ] = another dose, or the depositor's remark. Unless noted, calls come from the whole dose curve; as a rule, active = well fitted curve in the direction sought with a large enough effect; inconclusive = small, poorly fitted or top-dose-only effect, or another doubt; inactive = no such curve, though single readings can be large; an effect the other way counts as inactive or inconclusive.

Values run as follows: GLP1R cytotox | D3 antag | GLP1R ag | PLK1 PBD block | PI5P4K alpha inh | DRD3 agonist | GLP1R inv ag | WRN inhibitor | IL-2 act
- Cc1cc(NC(=O)c2cnn3c(C(F)(F)F)cc(-c4ccc(Br)cc4)nc23)no1
  6% | -13 | 6% | -15% | nt | -5 | -3% | 7% | -1.3
- Cc1ccc(C)c(Cn2nnc(C(=O)Nc3ccc4c(c3)OCCO4)c2N)c1
  -21% | 10 | 10% | 4% | -15 | 9 | ? | 3% | 2.6
- Cc1cc(C)cc(N2C(=O)C3C4C=CC(C4)C3C2=O)c1 (centres undefined)
  -3% | 23 | 0% | -1% | -2 | 3 | -1% | 5% | -0.5
- COc1ccc(-c2cc3cc(OC)c(OC)cc3c(C)n2)cc1
  -2% | 29 | ? | -1% | -1 | 11 | 45%[activator] | -8% | -4.4
- CN(C)c1ccc(/C=C/c2ccc3ccccc3n2)cc1
  274%[activator] | 13 | -6% | -9% | -19 | -1 | -74% | 6% | 8.6
- O=C(COc1ccc2ccccc2c1)N[C@@H](C(=O)O)c1ccc(O)cc1
  -6% | 7 | 0% | 3% | -3 | 3 | -4% | 12% | -1.2
- O=C(COC(=O)/C=C/c1ccc(Cl)cc1)NCCC1=CCCCC1
  11% | 7 | 2% | -12% | 2 | -3 | 9% | 1% | 3.7
- Cn1cc(C=C2C(=O)OC3(CCCCC3)OC2=O)c2ccccc21
  -4% | 11 | 0% | -13% | -7 | 5 | -11% | -24% | 0.5
- CC1(C(=O)Nc2ccc3c(c2)OCO3)CCN1C(=O)c1ccco1 (centres undefined)
  3% | 12 | -1% | -4% | -4 | 3 | 20% | 8%[57.1 µM] | 0.1
- CCCC(=O)c1cc2c(cc1NC(=O)c1ccccc1F)OCCO2
  -9%&3% | 3 | 10% | -4% | -2 | 4&8 | 4%&9% | -4% | -3.0
- CCN(CC)CCC(O)(c1ccccc1)C1CCCCC1 (centres undefined)
  14% | -20 | 2% | -8% | -1 | -17 | -17% | 5% | 0.5
- Cc1cccc(C)c1NC(=O)C1C(c2ccc3c(c2)OCO3)=Nc2ccccc2N1C(=O)c1cccc2ccccc12 (centres undefined)
  0% | -23 | nt | 3% | 0 | -11 | -3% | -3% | -0.2
- Cc1ccc(CNC(=O)c2ccc(COc3ccccc3)cc2)cc1
  -9% | -2 | -1% | -4% | -4 | -9 | ? | -1% | -0.1
- OC[C@H]1O[C@@H](n2cnc3c(NCc4ccco4)ncnc32)[C@H](O)[C@@H]1O
  ? | 16 | -2% | -4% | -3 | 13 | ? | 0% | -0.7
- CCCCNC(=O)NC12CC3CC(CC(C3)C1)C2
  0% | -4 | 3% | -13% | -5 | -3 | -38% | -4% | -2.3
- Oc1ccc(Cl)cc1-c1cc(-c2ccco2)[nH]n1
  ? | 8 | -28% | 5.3µM* | ? | 1 | 10µM* | ? | -2.1
- Cc1oc2c(C)c3oc(=O)c(CCC(=O)O)c(C)c3cc2c1-c1ccccc1
  1% | -18 | -1% | 27µM* | 0 | -5 | -27% | -11% | 0.2
- CC(C)C1Cc2c(sc3c2c(=O)n(-c2ccccc2)c2n[nH]c(=S)n32)CO1 (centres undefined)
  -22% | -9 | -2% | -22% | -10 | 1 | 2% | -2% | 2.2
- O=C(C[n+]1ccccc1)Nc1ccccc1[N+](=O)[O-]
  2% | -3 | -1% | -15% | 0 | -6 | 16% | 14% | -0.4
- COc1ccccc1OCCn1c(=O)sc2ccccc21
  0% | 11 | -1% | -11% | nt | -12 | 0% | 1% | -3.2
- O=C(c1ccccc1F)N(Cc1ccc2c(c1)OCO2)Cc1cc2cc3c(cc2n2nnnc12)OCO3
  -6% | 34 | -10% | 2% | -7 | 6 | 14% | 5% | 0.6
- COCCNC(=O)C1CCCN(C(=O)c2cncc(Br)c2)CC1 (centres undefined)
  2% | -77* | 2% | -10% | -3 | -18 | 15% | -2% | 0.9
- CC(=O)NCCc1ccc(C(=O)COC(=O)c2ccc(C)s2)cc1
  4% | 8 | -3% | -7% | 2 | 0 | 11% | 10% | -2.0
- COc1cccc(/C=C/C(=O)OCC(=O)Nc2nnc(-c3ccccc3)o2)c1OC
  -8% | 2 | 0% | -5% | -20 | -14 | 6% | -4%[11.6 µM] | -4.1
- COc1ccc(Cl)cc1C(=O)NCCCn1ccnc1
  10% | 4 | 2% | 4% | 5 | -3 | -3% | -1% | -0.6
- N#CCCN(C(=O)COC(=O)CCc1c[nH]c2ccccc12)c1ccccc1
  -23% | ? | 3% | 1% | 10 | -13 | -15% | -8% | -0.8
- CC(C)(C)C(=O)NNc1nc(-c2ccccc2)c2cc(Br)ccc2n1
  4% | 9 | -4% | -12% | 1 | 4 | ? | 6% | -2.4
- CC(=O)N1CCN(C(=O)c2cccc(S(=O)(=O)N3CCOCC3)c2)CC1
  -8% | 23 | 2% | 0% | 3 | 4 | 3% | -17% | -0.6
- O=CN1CCN(C(=O)C(=O)c2cn(CC(=O)N3CCCCC3)c3ccccc23)CC1
  -19% | -2 | 1% | -3% | 3 | 1 | 23% | 7% | 1.1
- O=[N+]([O-])c1cccc(N=Nc2ccc(O)cc2O)c1
  ? | ? | -3% | -7% | -26 | -3 | ? | -8% | -0.5

Arranged by molecular weight (high to low): some entries from above.
Values run as follows: GLP1R cytotox | D3 antag | GLP1R ag | PLK1 PBD block | PI5P4K alpha inh | DRD3 agonist | GLP1R inv ag | WRN inhibitor | IL-2 act
- COc1cccc(/C=C/C(=O)OCC(=O)Nc2nnc(-c3ccccc3)o2)c1OC
  -8% | 2 | 0% | -5% | -20 | -14 | 6% | -4%[11.6 µM] | -4.1
- CC(C)(C)C(=O)NNc1nc(-c2ccccc2)c2cc(Br)ccc2n1
  4% | 9 | -4% | -12% | 1 | 4 | ? | 6% | -2.4
- COCCNC(=O)C1CCCN(C(=O)c2cncc(Br)c2)CC1 (centres undefined)
  2% | -77* | 2% | -10% | -3 | -18 | 15% | -2% | 0.9
- CC(=O)N1CCN(C(=O)c2cccc(S(=O)(=O)N3CCOCC3)c2)CC1
  -8% | 23 | 2% | 0% | 3 | 4 | 3% | -17% | -0.6
- CC(=O)NCCc1ccc(C(=O)COC(=O)c2ccc(C)s2)cc1
  4% | 8 | -3% | -7% | 2 | 0 | 11% | 10% | -2.0
- O=[N+]([O-])c1cccc(N=Nc2ccc(O)cc2O)c1
  ? | ? | -3% | -7% | -26 | -3 | ? | -8% | -0.5
- O=C(C[n+]1ccccc1)Nc1ccccc1[N+](=O)[O-]
  2% | -3 | -1% | -15% | 0 | -6 | 16% | 14% | -0.4

More entries follow:
Values run as follows: GLP1R cytotox | D3 antag | GLP1R ag | PLK1 PBD block | PI5P4K alpha inh | DRD3 agonist | GLP1R inv ag | WRN inhibitor | IL-2 act
- COc1ccc(C2N(c3ccccn3)C(=O)C3CCCN32)c(OC)c1 (centres undefined)
  -11% | 23 | -9% | -6% | -2 | 1 | 22% | -8% | 1.7
- CCO/C=C1/C(=O)N(CC)c2ccccc21
  18% | 11 | 7% | 15µM* | 7 | -1 | ? | 11% | -0.7
- Cc1cc(C)nc(NS(=O)(=O)c2ccc(NC(=O)NC3CCCCC3)cc2)n1
  11% | 23 | -4% | -1% | nt | 12 | 6% | -1% | 0.4
- COc1cccc(C(C(=O)NC2CCCCC2)N(CCN2CCOCC2)C(=O)C2COc3ccccc3O2)c1 (centres undefined)
  12% | 0 | 2% | -1% | 6 | 7 | 7% | 1% | -0.3
- Cc1ccc(N2C(=O)c3ccccc3C2(O)c2ccccc2)cc1 (centres undefined)
  -9% | 22 | 2% | -1% | -2 | 0 | 6% | 5% | -0.4
- CCOc1ccccc1CNC(=O)c1ccc2nc(N3CCOCC3)sc2c1
  ? | ? | 16% | -9% | 2 | 1 | -25% | -6% | -1.7
- CSC(=Nc1ccccc1)N=C(SCc1ccccc1)N(C)C
  5.6µM* | -84* | -24% | -9% | 0 | -13 | 3.5µM* | 1% | -6.5
- OCC1(Cc2cccc(C(F)(F)F)c2)CCN(Cc2cc(F)cc(F)c2)CC1
  ? | 6 | 8% | 2% | 17 | -10 | ? | -12% | -2.0
- CSCC[C@H](NC(=O)CCNC(C)=O)c1nc2ccccc2[nH]1
  -5% | 40 | 11% | -7% | 2 | -6 | 0% | -39%[57.1 µM] | -2.6
- O=C(c1ccc2c(c1)N(Cc1ccc(F)cc1)C(=O)c1ccccc1S2(=O)=O)N1CCC(Cc2ccccc2)CC1
  -2% | nt | -3% | nt | nt | -12 | 15% | nt | nt
- COc1cccc(COC(=O)C2CC(=O)N(Cc3ccc(C)cc3)C2)c1OC (centres undefined)
  -2% | 25 | 0% | -7% | 5 | 9 | 1% | 5% | -0.3
- CC1CN(C2CCN(S(=O)(=O)c3ccc(F)cc3)CC2)CC(C)O1 (centres undefined)
  8% | ? | 3% | -3% | -4 | -1 | 0% | -13% | 0.0
- O=C1CCCc2nc(N3CCN(C(c4ccccc4)c4ccccc4)CC3)ncc21
  -18% | 32 | -10% | 2% | nt | 17 | ? | -2% | 2.4
- CC1CN(C(=S)Nc2ccc(Br)cc2)CC(C)O1 (centres undefined)
  4% | -21 | -6% | -7% | 5 | -3 | ? | -6% | 1.5
- CC(C)(C)c1csc(NC(=O)c2c(F)c(F)c(F)c(F)c2F)n1
  2% | 8 | 13% | -13% | 2 | 1 | 3% | 1% | 0.9
- COc1ccc(OC)c(CN2CCN(C(=O)CCNC(=O)c3ccc(Br)cc3)CC2)c1
  4% | 0 | 9% | 2% | 8 | -12 | -20% | -7% | -2.5
- O=C1Nc2ccccc2OCc2c1cccc2[N+](=O)[O-]
  0% | 5 | 3% | 2% | 8 | 5 | 6% | -1% | -0.8
- CCN(CC)c1ncnc2ccc(Br)cc12
  -9% | 0 | -5% | -8% | 0 | -2 | ? | -4% | -3.4
